Pin1 inh – inhibitors of human Pin1. Q13526. Pin1 FP peptide displacement, HiFluor488, 10 min. Potency, µM (series often up to 115 µM), inactives show at the top dose activity, negative = inhibition, usual class: inhibitors. actives 0.009% (n = 390,000); active = well fitted inhibition curve with a large enough effect in the polarisation, with a control signal flat, not every such curve was filed as active; inconclusive = small, poorly fitted or top-dose-only effect, or effect the other way, or a change in a side signal; inactive = no such curve, though single readings can be large or run the other way; the % refers to the polarisation; also: potency is read from the fitted curve at half-maximal effect; % is scaled to controls: 0 for no effect and ±100 for the full control effect
G9a inh – inhibitors of human histone lysine methyltransferase G9a; Q96KQ7; G9a H3K9 monomethylation, AlphaScreen, 2 h; Potency, µM (titrated, usually from 102 µM), for the others: at the highest dose activity, negative = inhibition, most hits filed as inhibitors; actives 8.8% (n = 350,000); AID 504332; also: potency is read from the fitted curve at half-maximal effect; % is scaled to controls: 0 for no effect and ±100 for the full control effect; nearly all actives have a fitted effect of over 75% in size
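Step 1: enzyme (final 20 nM) with compound, 15 min RT. Step 2: substrate peptide 500 nM and SAM 20 uM, 2 h RT. Step 3: anti-H3K9me1 antibody and AlphaScreen beads, 10 min, then plate read.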
HP1b binding inh – blocks HP1-beta chromodomain binding to methylated histone tails | AlphaScreen HP1-beta / biotin-H3K9me3 peptide binding | Potency, µM (titrated, usually from 114 µM), without a hit: top-dose activity change, negative = inhibition, most hits filed as inhibitors | actives 0.56% (n = 390,000); also: potency is read from the fitted curve at half-maximal effect; nearly all actives have a fitted effect of over 70% in size; inactives centre near 23
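Compound inhibition of the preformed complex between 50 nM HP1-beta and 50 nM biotinylated H3K9me3 peptide was read by AlphaScreen. Buffer was PBS pH 7.4 with 0.01% Tween-20. Incubations ran 30 min at room temperature, with 10 ug/mL donor/acceptor beads.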
PI4K2A block – inhibitors of human PI4K2A; actives 0.13% (n = 420,000); AID 1346378; activity change, negative = inhibition, % at 76.9 µM; purified PI4K2A, ADP-Glo luminescence, 1 h; active compounds read low; in the data active = activity change below about -50%; inconclusive = mostly about -30% to -49%;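 also: -100% = wells without enzyme as full effect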
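ADP-Glo luminescence measured ADP generated by PI4K2A enzyme (4 ug/mL before mixing) with 1.2 mM PI substrate (pre-mix) and 300 microM ATP (pre-mix). Tris pH7.5 buffer with MgCl2, Triton X-100; 1 h reaction at ambient temperature.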
BAZ2B block – inhibitors of human BAZ2B bromodomain. AlphaScreen BAZ2B-H3K14Ac peptide displacement. Potency, µM (titrated, usually from 114 µM), inactives show at the highest dose activity change, negative = inhibition, most hits filed as inhibitors. Q9UIF8. actives 4.4% (n = 360,000). AID 504333; also: potency is read from the fitted curve at half-maximal effect; % is scaled to controls: 0 for no effect and ±100 for the full control effect; nearly all actives have a fitted effect of over 60% in size
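Complex of BAZ2B and biotin-H3K14Ac (50 nM apiece) forms over 30 min at RT, then faces library compounds up to 110 uM for another 30 min; AlphaScreen beads added, 20 min dark incubation, luminescence read.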
Tb PGK inh – inhibitors of T. brucei phosphoglycerate kinase; PGK/GAPDH coupled, Kinase-Glo luminescence, 60 min; P07378; Potency, µM (top dose mostly 57.5 µM), for inactives: top-dose activity change, negative = inhibition, actives largely listed as inhibitors; actives 0.043% (n = 380,000); also: potency is read from the fitted curve at half-maximal effect; % is scaled to controls: 0 for no effect and ±100 for the full control effect; nearly all actives have a fitted effect of over 60% in size
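Luminescent ATP detection (Kinase-Glo Plus) follows a 60-minute room-temperature incubation, with wells lacking PGK as controls. Buffer: 100 mM TEA (pH 7.6), 5 mM MgCl2, 0.01% Tween-20. Coupling enzyme GAPDH (100 nM final) supplies unstable 1,3-BPG in-well.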
ERG Ets-DNA blk – blocks human ERG Ets domain binding to DNA; fluorescence polarization, His-ERG Ets domain / labelled DNA; AID 624246; actives 0.028% (n = 370,000); Potency, µM (doses to about 76.9 µM), for the others: at the top dose FP activity, negative = inhibition, most hits filed as inhibitors; active = well fitted inhibition curve with a large enough effect in the polarisation, with a control signal flat; inconclusive = small, poorly fitted or top-dose-only effect, or effect the other way, or a change in a side signal; inactive = no such curve, though single readings can be large or run the other way; the % refers to the polarisation;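 also: polarization taken with two DNA probes labelled with fluorescein and Texas red; potency is read from the fitted curve at half-maximal effect; % of control where 0% means no effect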
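His-tagged ERG Ets domain (1 uM in the protein solution; 300mM KCl, 50mM Tris-HCl, 1mM EDTA, 1mM DTT, pH 7.5) received compound, then a probe mix of 5 nM fluorescein-DNA and 100nM Texas-615-DNA. Fluorescence polarization was read for both dyes.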
GLS inhibitor – inhibitors of human glutaminase (GLS); O94925; GLS enzymatic activity, qHTS titration; Potency, µM (top dose mostly 45.5 µM), inactives show top-dose activity change, negative = inhibition, hits mostly inhibitors; actives 0.21% (n = 410,000); AID 624170; also: potency is read from the fitted curve at half-maximal effect; % is scaled to controls: 0 for no effect and ±100 for the full control effect
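Compounds were pin-transferred onto hKGA, after which L-glutamine (1 mM solution) and a detection mix of glutamate oxidase, HRP and Amplex Red were added. Initial and 30 min RT fluorescence reads were collected.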
JMJD2A Tudor – JMJD2A Tudor domain (human) inhibition; actives 4.4% (n = 390,000); O75164; Potency, µM (series often up to 114 µM), without a hit: at the top dose activity change, negative = inhibition, hits mostly inhibitors; AlphaScreen JMJD2A-Tudor / H3K4me3 peptide binding; also: potency is read from the fitted curve at half-maximal effect; % is scaled to controls: 0 for no effect and ±100 for the full control effect; nearly all actives have a fitted effect of over 50% in size
Target sequence (O75164 whole entry, looked up, the tested form may be a part): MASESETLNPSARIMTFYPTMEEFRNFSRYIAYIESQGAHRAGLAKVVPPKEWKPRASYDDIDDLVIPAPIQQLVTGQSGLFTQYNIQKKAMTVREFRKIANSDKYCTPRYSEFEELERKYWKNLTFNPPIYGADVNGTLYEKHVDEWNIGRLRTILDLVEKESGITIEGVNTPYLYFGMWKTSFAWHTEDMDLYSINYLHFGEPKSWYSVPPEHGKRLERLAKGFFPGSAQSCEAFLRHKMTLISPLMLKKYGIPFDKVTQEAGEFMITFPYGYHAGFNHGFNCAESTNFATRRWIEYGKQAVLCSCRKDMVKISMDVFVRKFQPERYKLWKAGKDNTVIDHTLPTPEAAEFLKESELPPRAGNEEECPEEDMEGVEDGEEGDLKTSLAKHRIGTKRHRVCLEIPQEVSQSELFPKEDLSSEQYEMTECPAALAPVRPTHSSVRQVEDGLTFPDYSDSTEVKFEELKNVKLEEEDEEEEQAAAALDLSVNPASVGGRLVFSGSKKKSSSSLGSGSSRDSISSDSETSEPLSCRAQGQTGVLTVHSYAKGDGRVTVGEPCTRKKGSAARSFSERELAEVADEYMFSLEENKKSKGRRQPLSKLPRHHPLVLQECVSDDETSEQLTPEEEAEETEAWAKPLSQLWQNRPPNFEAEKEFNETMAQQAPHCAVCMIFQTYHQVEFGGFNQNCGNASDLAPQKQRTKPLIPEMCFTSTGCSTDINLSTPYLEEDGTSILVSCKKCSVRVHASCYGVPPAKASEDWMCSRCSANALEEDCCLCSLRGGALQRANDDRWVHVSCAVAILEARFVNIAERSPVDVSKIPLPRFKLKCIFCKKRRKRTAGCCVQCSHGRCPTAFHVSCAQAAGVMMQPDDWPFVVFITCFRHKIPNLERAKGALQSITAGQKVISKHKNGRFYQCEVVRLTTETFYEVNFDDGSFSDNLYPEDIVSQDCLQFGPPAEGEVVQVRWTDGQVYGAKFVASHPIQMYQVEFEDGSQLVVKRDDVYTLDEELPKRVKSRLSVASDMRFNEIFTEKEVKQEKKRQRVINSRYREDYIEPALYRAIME
* marks the source's active call; other numbers are inactive results; i = inactive; ? = inconclusive; . = not tested or not shown; [ ] = remark or other dose. Unless noted, calls follow the shape of the dose curve; as a rule, active = well fitted curve in the direction sought with a large enough effect; inconclusive = small, poorly fitted or top-dose-only effect, or another doubt; inactive = no such curve, though single readings can be large; an effect the other way counts as inactive or inconclusive.

The line under a structure holds: HP1b binding inh	GLS inhibitor	G9a inh	ERG Ets-DNA blk	JMJD2A Tudor	PI4K2A block	Pin1 inh	BAZ2B block	Tb PGK inh
> c1ccc(-c2nc3c4ccccc4ccn3c2CN2CCOCC2)cc1
    27%	7%	-51%	5%	-20%	-2	2%	?	-2%
> Cc1ccc(N2C(=O)C(NC(=O)c3ccccc3F)(C(F)(F)F)C3=C2CC(C)(C)CC3=O)cc1 (stereo unspecified)
    19%	5%	16%[59 µM]	2%	-25%	5	?	-1%	3%
> COc1ccc(CCC(=O)NCC(c2ccco2)N2CCc3ccccc32)cc1 (stereo unspecified)
    ?	18%	?	-7%	?	-4	-1%	?	-2%
> COc1ccc(S(=O)(=O)N2CCOCC2)cc1C(=O)Nc1ccc2c(c1)OCO2
    8%	4%	69%[activator]	-1%	-18%	5	3%	6%	8%
> CCOCCc1c(O)nc(SCC)[nH]c1=O
    9%	6%	2%	-5%	-8%	0	-6%	-21%	8%
> COc1ccc(OCc2nnc(SC(C)C(=O)Nc3nccs3)n2-c2ccccc2)cc1 (stereo unspecified)
    5%	1%	-15%[12.7 µM]	-4%	-35%	-5	2%	-30%	i
> O=C(c1ccc(OC2CCN(Cc3cccc(F)c3)CC2)cc1)N1CCCCC1
    16%	1%	5%	-2%	-4%	1	-5%	-14%	3%
> CCc1ccc(-n2nc(C)c3c(C)cc(=O)n(CC(=O)N4CCCc5ccccc54)c32)cc1
    37%	-2%	8%[59 µM]	5%	-14%	2	1%	-11%	-3%
> Cc1ccc(C(=O)O)cc1NC(=O)C1CCN(S(=O)(=O)c2ccc3c(c2)OCCO3)CC1
    19%[57 µM]	2%	.	-3%	10%	2	-7%	.	i
> O=C(CCCOc1ccc(Cl)cc1Cl)NNC(=O)C1CCC1
    29%	4%	9%	4%	-11%	1	4%	0%	-4%
> Cc1ccc(/C(O)=C2\C(=O)C(=O)N(C)C2c2ccc(F)cc2)cc1 (stereo unspecified)
    46%[activator]	9%	-10%[59 µM]	1%	1%	1	1%	-2%	3%
> Cc1cccn2c(=O)c(C=O)c(N3CCN(C)CC3)nc12
    16%	8%	22%[0.501 µM]	7%	-15%	7	-7%	0%	-1%
> Cc1ccc(NC(=O)Nc2c(C)[nH]c(=O)[nH]c2=O)cc1Cl
    58%[activator]	1%	4%	-8%	-20%	2	23%	-4%	-9%
> O=C(Nc1ccc(Cl)cc1Cl)c1ccc(Br)o1
    -19%	-4%	18%	4%	-1%	0	-1%	-3%	i
> O=C(NNC(=O)c1ccc(-n2cncn2)c([N+](=O)[O-])c1)c1cccc(Cl)c1
    46%[activator]	-7%	3%	4%	-9%	-2	-2%	-9%	8%
> Cc1nc(-c2cccnc2)sc1C(=O)Nc1ccc(F)cc1F
    11%	.	5%	-9%	4%	0	4%	1%	-6%
> Cc1nn(C)cc1/C=C/C(=O)c1ccc(O)cc1
    9%	6%	16%[59 µM]	-1%	-22%	0	-1%	2%	5%
> COc1ccc2c(c1)c1nc3n(c(=O)c1n2CC(=O)Nc1ccccc1)CCS3
    25%	-11%	.	-2%	7%	-3	1%	-12%	-6%
> COc1ccc(N2CCN(C(=O)CN(C3CCCCC3)S(C)(=O)=O)CC2)cc1
    0%	0%	.	16%	-18%	5	-3%	-18%	i
> COc1cccc(C(=O)c2c[nH]c(C(=O)NCCCN3CCOCC3)c2)c1
    68%[activator]	-7%	-21%	-11%	-11%	-4	-4%	-7%	-8%
> O=C(Cn1ncc2c(=O)oc3ccccc3c21)NCCC1=CCCCC1
    45%	8%	9%[12.7 µM]	-1%	-11%	-2	-3%	-30%	5%
> CCN(CC)CCCN=Cc1c(O)n(-c2cccc(C)c2)c(=O)c2ccccc12
    39%[activator]	22%	-11%[12.7 µM]	-6%	-24%	4	-10%	-8%	3%
> FCCCOc1ccc(/C=N/OCc2ccc(Cl)cc2Cl)cc1
    322%[activator]	0%	15%[0.501 µM]	1%	-12%[11.4 µM]	-7	-7%	285%[activator]	-8%
> CCOC(=O)c1c(NC(=O)Cc2coc3cc(C)cc(C)c23)sc2c1CCC2
    18%	1%	-32%[59 µM]	-1%	-18%	0	-10%	-8%	3%
> CCOC(=O)N1CCN(C(=O)CSCC(=O)Nc2nc(-c3ccc(Cl)s3)cs2)CC1
    25%	-8%	1%[59 µM]	-1%	-17%	-2	5%	-6%	-7%
> COc1cc(NC(=O)c2n[nH]c(=O)c3ccccc23)cc(OC)c1
    21%	4%	0%[12.7 µM]	-5%	-6%	-4	12%	0%	-4%
> Cc1ccccc1-n1cc(-c2ccc(Br)cc2)nc1SCC(N)=O
    -10%	2%	-39%[59 µM]	-16%	?	-13	-7%	?	-6%
> Cc1ccc(-n2nc3c(=O)n(CC(=O)NCc4cccs4)nc(C)c3c2C)cc1
    59%[activator]	-4%	.	-1%	-4%	3	1%	0%	4%
> Cc1ccc(S(=O)(=O)N2CCc3cc(C(=O)N(C)Cc4ccccc4)ccc32)cc1
    -3%	3%	-31%[59 µM]	4%	-25%	-3	18%	-11%	i
> CN1CCN(c2ccc(NC(=O)CSc3ccccc3)cc2F)CC1
    15%	22%	?	-5%	5%	6	8%	12%	-8%

Entries of single compounds from above.
`Cc1ccc(-n2nc3c(=O)n(CC(=O)NCc4cccs4)nc(C)c3c2C)cc1` in the list: HP1b binding inh: 59%[activator]; GLS inhibitor: -4%; G9a inh: .; ERG Ets-DNA blk: -1%; JMJD2A Tudor: -4%; PI4K2A block: 3; Pin1 inh: 1%; BAZ2B block: 0%; Tb PGK inh: 4%
`O=C(CCCOc1ccc(Cl)cc1Cl)NNC(=O)C1CCC1` in the list: HP1b binding inh: 29%; GLS inhibitor: 4%; G9a inh: 9%; ERG Ets-DNA blk: 4%; JMJD2A Tudor: -11%; PI4K2A block: 1; Pin1 inh: 4%; BAZ2B block: 0%; Tb PGK inh: -4%
`COc1ccc(CCC(=O)NCC(c2ccco2)N2CCc3ccccc32)cc1` (stereo unspecified) in the list: HP1b binding inh: ?; GLS inhibitor: 18%; G9a inh: ?; ERG Ets-DNA blk: -7%; JMJD2A Tudor: ?; PI4K2A block: -4; Pin1 inh: -1%; BAZ2B block: ?; Tb PGK inh: -2%

Next part:
The line under a structure holds: HP1b binding inh	GLS inhibitor	G9a inh	ERG Ets-DNA blk	JMJD2A Tudor	PI4K2A block	Pin1 inh	BAZ2B block	Tb PGK inh
> O=C(NC1CCCCC1)C(c1ccncc1)N(C(=O)c1ccco1)c1ccc(F)cc1 (stereo unspecified)
    18%	-3%	18%	2%	2%	4	0%	-6%	2%
> CCc1ccc2nc(N3C(=O)C(O)=C(C(=O)c4ccco4)C3c3cccs3)sc2c1 (stereo unspecified)
    ?	?	?	3%	?	7	-10%	50µM*	0%
> Cc1cc(NCc2ccccn2)n2ncc(-c3ccccc3)c2n1
    69%[activator]	-2%	25%	-2%	5%	12	-1%	24%	-4%
> Cc1nc(C)c(C(=O)N2CCCC(C(=O)c3ccc(Cl)cc3C)C2)s1 (stereo unspecified)
    55%[activator]	-8%	16%	27%	-6%	6	-10%	-5%	-1%
> CC(C)(C)c1ccc(OCCC(=O)NNC(=O)c2ccncc2)cc1
    27%	14%	19%[12.7 µM]	-6%	-2%	-4	0%	13%	-1%
> CCN(CC)CC(C)OC(=O)c1ccccc1Cl (stereo unspecified)
    27%	8%	-6%	8%	-8%	-7	1%	-4%	-7%
> Cc1cc(C)c(S(=O)(=O)/N=C2/C=C(Sc3ncn[nH]3)C(=O)c3ccccc32)cc1C
    ?	9%	1.4µM*	-7%	?	-54*	38µM*	45µM*	?
> COc1ccc(S(=O)(=O)N2CCCC(C(=O)NCc3ccco3)C2)cc1Cl (stereo unspecified)
    -5%	-3%	9%[59 µM]	.	-9%	-2	1%	-10%	-2%
> Cc1cc2ccccc2n1CCNC(=O)c1ccccc1
    -11%	-6%	?	?	?	-7	?	?	2%
> Cc1ccc([C@H]2C(C(=O)O)=CC[C@@H](c3ccc(C)cc3)N2S(=O)(=O)c2ccccc2C)cc1
    17%	18%	.	-11%	-14%	-1	-6%	.	-6%
> COc1cccc(NC(=O)Nc2cccn(Cc3ccc(C)cc3)c2=O)c1
    27%	-2%	2%	-6%	-36%	-2	4%	-31%	-12%
> COc1ccccc1C(=O)NC(=S)Nc1ccc2[nH]c(=O)[nH]c2c1
    32%	-2%	-12%	8%	-9%	2	-2%	-1%	-2%
> Cc1ccnc(N2CCC(C(=O)NCc3ccccc3F)CC2)n1
    11%	1%	43%	-3%	-2%	3	3%	0%	6%
> COc1cc(-c2nc(CN3CCN(c4ncccn4)CC3)c(C)o2)ccc1F
    21%	3%	?	1%	-14%[57.1 µM]	-8	-2%	-31%	6%
> Cc1cc(C)c(C2=CC(=O)C[C@H](c3ccc4c(c3)OCO4)C2)c(C)c1
    28%	-2%	-12%[0.501 µM]	-19%	-8%	-1	-1%	3%	-3%
> CCOC(=O)C1CCN(C(=O)c2ccccc2Oc2ccccc2)CC1
    32%	0%	-28%[12.7 µM]	-14%	9%	-4	-1%	-4%	4%

From PubChem

An unsorted share of the library. Share with any hit: about 11%.
